PI5P4Ka inh – qHTS for Inhibitors of phosphatidylinositol 5-phosphate 4-kinase (PI5P4K); Phosphatidylinositol 5-phosphate 4-kinase type-2 alpha (Homo sapiens), P48426; PI5P4Kalpha enzyme, ADP-Glo luminescence, 60 min; stronger effect = lower value; max response, %; 330,000 tested, 1.2% active; AID 652105, 2013; active = max response of -50% or lower; inconclusive = between -30% and -50%; inactive = -30% or higher; note: value at the top dose of about 77 µM; % is set by controls: 0 for no effect and ±100 for the full control effect
Target sequence (P48426 whole entry, looked up): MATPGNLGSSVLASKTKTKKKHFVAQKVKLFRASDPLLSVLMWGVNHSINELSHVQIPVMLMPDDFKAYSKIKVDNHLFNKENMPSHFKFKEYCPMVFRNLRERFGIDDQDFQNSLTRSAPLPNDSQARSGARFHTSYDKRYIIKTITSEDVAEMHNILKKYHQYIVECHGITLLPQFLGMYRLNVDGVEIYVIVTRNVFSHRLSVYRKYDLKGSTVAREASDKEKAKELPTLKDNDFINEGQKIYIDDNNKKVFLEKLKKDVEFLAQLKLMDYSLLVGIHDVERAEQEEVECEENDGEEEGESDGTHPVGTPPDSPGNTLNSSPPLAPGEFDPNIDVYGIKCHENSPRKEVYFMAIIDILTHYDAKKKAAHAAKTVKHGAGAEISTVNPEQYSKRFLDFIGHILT
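Luminescence from ADP-Glo served as readout of PI5P4Kalpha activity in a qHTS format. Reaction: enzyme, substrate, compound, ATP at 5 microM final, 60 min at RT.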
EPAC1 antag – qHTS for Antagonist of cAMP-regulated guanine nucleotide exchange factor 3 (EPAC1): primary screen. AID 720709, 2013. Rap guanine nucleotide exchange factor 3 (Homo sapiens), O95398. 360,000 tested, 0.14% active. Potency, µM (doses to about 115 µM), inactives show top-dose activity change, negative = inhibition, most hits filed as inhibitors. EPAC1 GEF assay, Rap1b-BODIPY-GDP exchange fluorescence;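 note: potency is the fitted concentration of half-maximal effect; plate controls were vehicle for no effect and positive control for full effect; nearly all actives have a fitted effect of over 50% in size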
EPAC1 agonist – qHTS for Agonist of cAMP-regulated guanine nucleotide exchange factor 3 (EPAC1): primary screen. Rap guanine nucleotide exchange factor 3 (Homo sapiens), O95398. EPAC1 agonist qHTS, biochemical assay; response scale: 100% = response to 6.5 mM cAMP. Potency, µM (highest dose often 154 µM), inactives show at the highest dose activation, most hits filed as activators. 360,000 tested, 0.073% active. AID 720707, 2013; note: potency is the fitted concentration of half-maximal effect; nearly all actives have a fitted effect of over 60% in size
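Nucleotide exchange assay: 100 nM EPAC1 with 250 nM Rap1B loaded with BODIPY-GDP and 50 uM GDP, room temperature. Fluorescence (480/540 nm) read every 5 min for 30 min; signal change normalized to 6.5 mM cAMP as full agonist.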
IL2 activator – qHTS of IL-2 Activators | IL-2 activation reporter assay, cell-based qHTS; stimulated with anti-CD3/CD4/CD28 beads; in transgenic mouse T cells | activation, % (series mostly up to about 46 µM) | 360,000 tested, 0.065% active | AID 652025, 2013; in the data active = activation above about 50%; inconclusive = mostly about 30% to 49%; note: 0% is about no effect
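Screening format: compound pinned onto unstimulated transgenic mouse T cells, 60 min incubation, then anti-CD3/anti-CD4/anti-CD28 bead stimulation for 18 hours at 37 degrees C, followed by EGFP and DsRed detection.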
PTHR1 ag – qHTS for PTHR1 Agonists: Primary Screen; 410,000 tested, 0.075% active; HEK293 GP2 PTHR1 cells, GloSensor cAMP luminescence, 1 h; Potency, µM (doses to about 115 µM), inactives show at the highest dose activation, most hits filed as activators; AID 743266, 2014; Parathyroid hormone/parathyroid hormone-related peptide receptor (Homo sapiens), Q03431; note: potency is the fitted concentration of half-maximal effect; nearly all actives have a fitted effect of over 55% in size; some results filed as inactive show a strong effect at the top dose; inactives centre near -15; many of its hits are not listed in these tables
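HEK-293-derived GP2 cells expressing PTHR1 and a GloSensor cAMP reporter, 3,000/well, plated overnight, given luciferin plus IBMX (each 0.5 mM as added) for 1 h at 37 °C, then compound for 1 h at 37 °C. Luminescence was read after 15 min at room temperature.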
GLP1R cytotox – qHTS of GLP-1 Receptor Inverse Agonists: Cytotox Screen; 410,000 tested, 0.13% active; HEK293 cAMP-luciferase reporter cells, luminescence, 24 h; Potency, µM (doses to about 38.3 µM), for inactives: top-dose activity change, negative = inhibition, usual class: inhibitors; AID 624418, 2012;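 note: loss of luciferase light is scored as toxicity; potency is the fitted concentration of half-maximal effect; % is set by controls: 0 for no effect and ±100 for the full control effect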
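A 23 nL compound transfer followed 12 hours of cell culture at 37 deg C; exposure then lasted 24 hr. Luciferase assay detection reagent was dispensed and plates read for luminescence after a 12 min room-temperature wait.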
PLK1 PBD inh – qHTS for Inhibitors of PLK1-PDB (polo-like kinase 1 - polo-box domain): Primary Screen | Potency, µM, for the others: max response, negative = inhibition, hits mostly inhibitors | Serine/threonine-protein kinase PLK1 (Homo sapiens), P53350 | 360,000 tested, 2.8% active | Plk1 PBD binding of FITC phosphopeptide, fluorescence polarization; note: potency is the fitted concentration of half-maximal effect; series mostly up to about 57 µM; % is set by controls: 0 for no effect and ±100 for the full control effect; nearly all actives have a fitted effect of over 65% in size
Target sequence (P53350 whole entry, looked up, the tested form may be a part): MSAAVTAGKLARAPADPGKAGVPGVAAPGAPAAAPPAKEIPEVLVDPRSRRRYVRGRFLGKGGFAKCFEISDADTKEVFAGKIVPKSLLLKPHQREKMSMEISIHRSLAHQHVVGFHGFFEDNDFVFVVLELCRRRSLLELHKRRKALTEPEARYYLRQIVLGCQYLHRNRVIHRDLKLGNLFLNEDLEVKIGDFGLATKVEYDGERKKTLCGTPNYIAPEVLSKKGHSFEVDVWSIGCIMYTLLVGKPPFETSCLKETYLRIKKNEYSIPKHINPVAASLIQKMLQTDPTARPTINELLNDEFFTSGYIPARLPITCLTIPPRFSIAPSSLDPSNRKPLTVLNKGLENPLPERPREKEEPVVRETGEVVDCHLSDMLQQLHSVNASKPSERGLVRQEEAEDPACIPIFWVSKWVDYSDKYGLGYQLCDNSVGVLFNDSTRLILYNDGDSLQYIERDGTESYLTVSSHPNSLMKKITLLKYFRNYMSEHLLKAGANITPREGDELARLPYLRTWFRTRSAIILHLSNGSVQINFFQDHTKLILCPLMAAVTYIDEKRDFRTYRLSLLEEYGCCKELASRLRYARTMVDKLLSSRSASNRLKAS
GLP1R inv ag – qHTS of GLP-1 Receptor Inverse Agonists (Inhibition Mode) | Glucagon-like peptide 1 receptor (Homo sapiens), P43220 | 410,000 tested, 1.6% active | Potency, µM (titrated, usually from 38.3 µM), without a hit: at the highest dose activity change, negative = inhibition, most hits filed as inhibitors | HEK293 GLP-1R CRE-luciferase, luminescence, 24 h; GLP-1R form is constitutively active; note: potency is the fitted concentration of half-maximal effect; % is set by controls: 0 for no effect and ±100 for the full control effect; nearly all actives have a fitted effect of over 55% in size
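Assay principle: reduced luminescence from a cAMP-responsive reporter in HEK293 cells co-expressing a constitutively active GLP-1R. Conditions: 24 hr compound incubation, 37 deg C, 5% CO2.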
GLP-1R agonist – qHTS of GLP-1 Receptor Agonists; Glucagon-like peptide 1 receptor (Homo sapiens), P43220; HEK293 GLP-1R CRE-luciferase, luminescence, 4-6 h; cells express a hypersensitive GLP-1R form; Potency, µM (titrated, usually from 45.6 µM), inactives show top-dose activation, actives largely listed as activators; 380,000 tested, 0.007% active; AID 624172, 2012; note: potency is the fitted concentration of half-maximal effect; % of control where 0% means no effect
* = called active by the depositor; i = inactive; ? = inconclusive; nt = no result given; [ ] = remark or other dose. Unless noted, calls come from the whole dose curve; as a rule, active = well fitted curve in the direction sought with a large enough effect; inconclusive = small, poorly fitted or top-dose-only effect, or another doubt; inactive = no such curve, though single readings can be large; an effect the other way counts as inactive or inconclusive. Only part of the results is shown (hit frequency here may not be typical).

SMILES | PI5P4Ka inh | EPAC1 antag | EPAC1 agonist | IL2 activator | PTHR1 ag | GLP1R cytotox | PLK1 PBD inh | GLP1R inv ag | GLP-1R agonist
COc1cc(OC)c(NS(=O)(=O)c2cc(C(=O)OC(C)C(=O)NC3CC3)c(Cl)cc2Cl)cc1Cl (configuration not stated) | 2 | 3% | 1% | -1.0 | i | -8% | -4% | 0% | 5%
COc1ccccc1OCCNC(=O)C1CC(=O)N(c2ccccc2OC)C1 (configuration not stated) | 2 | 8% | 15% | 0.0 | -15% | -17% | 7% | -2% | -1%
Cc1ccc2nc(NC(=O)CSc3ncnc4c3oc3ccccc34)sc2c1 | 1 | ? | -17% | -0.4 | 3% | 8% | -14% | -6% | -2%
CS(=O)(=O)Nc1ccccc1C(=O)NC1CC2CCC1C2 (configuration not stated) | nt | -2% | 9% | 0.0 | -14%[57.5 µM] | 23% | -2% | 63%[activator] | -1%
Cc1ccc(OCC(=O)Nc2cccc(S(=O)(=O)N3CCCCCC3)c2)c([N+](=O)[O-])n1 | -3 | -8% | -2% | -0.1 | -26% | 1% | 2% | 3% | 13%
CCOC(=O)[C@@H]1[C@H]2COc3cc(OC)ccc3[C@H]2N2C(=O)N(c3ccc(OC)cc3)C(=O)[C@]12C | 1 | -25% | -8% | -0.4 | i | -12% | -22% | -3% | -2%
CCCCOCCCNC(=O)C[C@@H]1C[C@@]2(C(=O)OCC)CCC=C2N(Cc2ccc3c(c2)OCO3)C1=O | 7 | 2% | -11% | -0.8 | -25% | -4% | 2% | -22% | 5%
Cc1cc(CSC(=N)N)c(CSC(=N)N)cc1C | 11 | -23% | -3% | 0.4 | i | -2% | -21% | -7% | -12%
COc1ccc(NC(=O)C2CC(=O)N(C)C(=Nc3ccc4c(c3)OCO4)S2)cc1 (configuration not stated) | nt | -8% | 11% | 0.9 | -9%[57.5 µM] | -34% | -3% | -19% | 1%
COc1cc(C(=O)Nc2cccc3ncccc23)cc(OC)c1OC | 1 | -1% | -7% | 0.5 | i | -4% | 0% | 4% | 0%
Cn1c(=O)c(C(=O)Nc2ccccn2)c(O)c2ccccc21 | -8 | 3% | -1% | 1.2 | -11%[57.5 µM] | -2% | ? | ? | -8%
COc1ccc(C(=O)Nc2ccc3ccccc3c2)cc1OC | -5 | -16% | 0% | -0.7 | i | -8% | -10% | 5% | 1%
COc1ccccc1NC(=O)c1cc(C(=O)Nc2ccccc2OC)cc(N2C(=O)CCC2=O)c1 | -13 | -19% | 1% | -2.9 | i | 17% | -8% | 4% | 3%
Cc1nn(C(=O)c2cccnc2)c(C)c1C | 0 | 5% | 1% | -0.7 | i | 10% | -4% | 3% | -10%
COc1ccccc1NC(=O)CSc1nc(=O)n(Cc2ccncc2)c2c1CCCC2 | -2 | 10% | 1% | -2.8 | -7% | 5% | -1% | 17% | 2%
CC(C)(C)c1ccc(C2C(C(=O)c3ccco3)=C(O)C(=O)N2CC2CCCO2)cc1 (configuration not stated) | 2 | -12% | -4% | 0.7 | -11% | -12% | -5% | -21% | 5%
O=C(CCCl)Nc1ccc(S(=O)(=O)NCc2ccco2)cc1 | -29 | -22% | 2% | -0.8 | -12% | -49% | -5% | 7% | 7%
COc1ccccc1-n1c(C)c(C(C)=O)c2cc(O)ccc21 | -3 | -13% | -2% | -0.1 | -38%[inhibitor] | -29% | 2% | -30% | -4%
Cc1cccn2c(=O)c(/C=N/O)c(N3CCCCC3)nc12 | nt | -1% | 1% | 2.9 | -9%[57.5 µM] | -41% | 1% | -2% | 3%
Cc1c(C(=O)Nc2ccc(Br)cc2)cnn1C | ? | 15% | -5% | 1.4 | i | -1% | -2% | 8% | 7%
COc1ccc(S(=O)(=O)N2CCN=C2SCc2cccc(F)c2)cc1 | -5 | -12% | -10% | -2.9 | -10% | 3% | -1% | ? | 23%
O=C(Nc1ccccc1Cl)c1cc(C2CCCCN2C(=O)c2cccs2)on1 (configuration not stated) | 5 | 1% | 11% | -0.6 | -73%[inhibitor] | 0% | -3% | ? | 9%
COc1ccc(N2CCN(CCCNC(=O)Cn3c(=O)c4cccn4c4ccccc43)CC2)cc1 | -13 | 0% | -10% | 0.8 | ? | 11% | -12% | -7% | 0%
C=CCNC(=S)/N=c1/ccccn1CCC | -4 | 4% | -2% | 1.4 | -2% | -8% | -22% | -3% | 4%
COc1ccc(Nc2nc(C)cc(=O)[nH]2)cc1 | -3 | 5% | -3% | -1.1 | i | 12% | -7% | 6% | 0%
CCOC(=O)C1=C(Cc2ccc(OC)cc2)C(=O)c2ccccc2C1=O | nt | -15% | ? | -3.8 | -45% | ? | 12µM* | 0% | -17%
COc1ccc(C(=O)Nc2cccc(C)c2)cc1S(=O)(=O)N1CCOCC1 | nt | 11% | -4% | 0.2 | -13%[57.5 µM] | -7% | -2% | 5% | -1%
CCN(CC)C(=O)CSc1ncnc2c1cnn2-c1ccccc1 | 10 | -2% | 1% | -1.4 | 14% | 2% | -17% | ? | 7%
C=CCNC(=O)c1ccccc1NC(=O)c1cccc2ccccc12 | -1 | -19% | 7% | -1.8 | -58%[inhibitor] | 55%[activator] | -13% | ? | 0%
Cc1ccc(C)c(NC(=O)c2ccccc2NC(=O)C2CCCO2)c1 (configuration not stated) | 5 | -7% | 12% | -1.8 | -3% | -5% | -8% | 20% | 14%
CN1C[C@@H]2[C@@H]3C(=O)N(Cc4ccccc4)C(=O)[C@@H]3[C@](Cc3ccccc3)(C1=O)N2C(=O)c1ccc(C(F)(F)F)cc1 | -1 | -8% | -8% | 0.5 | i | -19% | -1% | -22% | -1%
CC(=O)CC1N(S(=O)(=O)c2ccc(C)cc2)c2ccccc2N1S(=O)(=O)c1ccc(C)cc1 | 7 | -14% | 2% | 0.6 | -6% | -10% | 0% | 9% | nt
O=C(CCC(=O)c1ccccc1)NCc1ccccc1 | -8 | -4% | 0% | -2.5 | i | 1% | -10% | -11% | -3%
CC(/C=N/Nc1ccc2nncn2n1)=C\c1ccccc1 | 1 | ? | 1% | -0.4 | -25% | 3% | 5% | 67%[activator] | -5%
CCOc1ccc(N(CC(=O)Nc2ccc(Cl)cc2)S(C)(=O)=O)cc1 | -3 | 1% | -11% | -1.6 | -1% | 5% | 0% | ? | -1%
O=C(O)CC(CNS(=O)(=O)c1ccccc1)c1ccccc1 (configuration not stated) | 2 | -8% | -6% | -2.3 | 13% | 0% | -7% | 1% | -6%
Cc1ccc(/C=C(\C#N)c2nn(-c3ccccc3)c(N)c2C#N)cc1 | 0 | ? | 14% | -0.5 | -32%[inhibitor] | 16% | 0% | ? | -1%
CC(=O)NC(=S)Nc1ccc(-c2nc3ccc(C)cc3s2)cc1 | nt | 8% | -2% | -1.6 | i | -26% | -5% | 8% | -8%
NC(=O)CCn1nc(-c2ccccc2)c2ccccc2c1=O | 4 | -1% | 0% | -2.1 | -9%[57.5 µM] | 1% | -6% | 3% | -5%
CCc1c(C)nc(N)n2c(SCC(=O)Nc3ccccc3)nnc12 | nt | -3% | 14% | -2.7 | i | 0% | -7% | 3% | -9%
Cc1nnc(SCC(=O)Nn2cnnc2)s1 | 0 | 14% | -4% | -0.2 | 18%[57.5 µM] | -3% | 1% | 3% | 4%
COCCN(C(=O)COC(=O)CCn1c(C)csc1=O)c1c(N)n(Cc2ccccc2)c(=O)[nH]c1=O | 3 | 7% | 5% | 1.2 | -26% | 5% | -1% | 6% | -12%
COc1ccccc1NS(=O)(=O)c1cc(NC(=O)COc2ccccc2)ccc1N1CCOCC1 | 6 | -26% | 9% | -4.0 | i | -4% | -6% | 16% | 4%
CCN(CC(=O)Nc1ccc2c(c1)OCCO2)C(=O)CSCC(=O)Nc1ccc(C)cc1 | 9 | -3% | 3% | -4.0 | -16% | -5% | -3% | 13% | 6%
CCOC(=O)C1CCCN(Cc2nc(C3CC3)no2)C1 (configuration not stated) | -8 | -9% | 14% | -3.2 | 4% | 2% | -13% | 1% | 8%
CC1=CC(C)C(C(=O)O)C(C(=O)N2CCN(C)CC2)C1 (configuration not stated) | ? | 6% | 3% | 0.4 | i | 9% | -98% | -19% | -1%
COc1ccc(S(=O)(=O)N2CCN(CC(=O)NC3CC3)CC2)cc1 | -5 | -12% | 2% | -2.3 | -4% | 6% | -3% | 5% | -6%
CCSc1nnc(NC(=O)CSc2nnc(Cc3cccn3C)n2-c2ccc(C)cc2)s1 | nt | -17% | -6% | -0.1 | -4%[57.5 µM] | -5% | -4% | -12% | 2%
COc1cc(C(=O)NC(=S)Nc2ccc([N+](=O)[O-])cc2)cc(OC)c1OC | -5 | -7% | 1% | -0.6 | 10% | -9% | -6% | -16% | -8%
Fc1ccc(-c2nc3c(Cl)cc(C(F)(F)F)cn3c2Cc2ccccc2)cc1 | -8 | 9% | -4% | 0.3 | 13% | 0% | -3% | 13% | -1%
CN(CC(=O)NCc1ccco1)C(=O)C1CC(=O)N(c2ccc3c(c2)OCCO3)C1 (configuration not stated) | -6 | -13% | 3% | 0.7 | -13% | 13% | -13% | 2% | -8%

Two compounds picked at random from the list so far, as already listed:
SMILES | PI5P4Ka inh | EPAC1 antag | EPAC1 agonist | IL2 activator | PTHR1 ag | GLP1R cytotox | PLK1 PBD inh | GLP1R inv ag | GLP-1R agonist
Fc1ccc(-c2nc3c(Cl)cc(C(F)(F)F)cn3c2Cc2ccccc2)cc1 | -8 | 9% | -4% | 0.3 | 13% | 0% | -3% | 13% | -1%
CCSc1nnc(NC(=O)CSc2nnc(Cc3cccn3C)n2-c2ccc(C)cc2)s1 | nt | -17% | -6% | -0.1 | -4%[57.5 µM] | -5% | -4% | -12% | 2%
